# Screening data (PubChem BioAssay)
# D1 antagonist: human D1 dopamine receptor antagonism; AID 504652; activity change, negative = inhibition, % at 10 µM; P21728; 360,000 tested, 3.2% active; HEK293 TREx D1 cells, calcium flux, dopamine EC80; active compounds read low; in the data active means activity change below about -30%; further: on the % scale 0 is the no-effect control and ±100 the full control effect
#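 Antagonism measured as reduced calcium response to an EC80 dopamine addition following 180 s compound pre-read; cells were inducible HEK293 Trex D1 plated overnight at 30 C, read kinetically at 1 cycle/sec.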
# Vif-A3G inh: inhibitors of Vif-APOBEC3G interaction. Q9HC16. HeLa A3G-eYFP + Vif (tagged APOBEC3G with the HIV-1 protein that degrades it), YFP fluorescence, overnight. Potency, µM (titrated, usually from 46.1 µM), inactives show at the highest dose activity, negative = active, usual class: inhibitors. 410,000 tested, 0.076% active. AID 602310;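 further: potency means the concentration at half of the fitted maximal effect; on the % scale 0 is the no-effect control and ±100 the full control effect; nearly all actives have a fitted effect of over 60% in size; hits raise eYFP signal because A3G escapes Vif-driven loss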
# Target sequence (Q9HC16 whole entry, looked up): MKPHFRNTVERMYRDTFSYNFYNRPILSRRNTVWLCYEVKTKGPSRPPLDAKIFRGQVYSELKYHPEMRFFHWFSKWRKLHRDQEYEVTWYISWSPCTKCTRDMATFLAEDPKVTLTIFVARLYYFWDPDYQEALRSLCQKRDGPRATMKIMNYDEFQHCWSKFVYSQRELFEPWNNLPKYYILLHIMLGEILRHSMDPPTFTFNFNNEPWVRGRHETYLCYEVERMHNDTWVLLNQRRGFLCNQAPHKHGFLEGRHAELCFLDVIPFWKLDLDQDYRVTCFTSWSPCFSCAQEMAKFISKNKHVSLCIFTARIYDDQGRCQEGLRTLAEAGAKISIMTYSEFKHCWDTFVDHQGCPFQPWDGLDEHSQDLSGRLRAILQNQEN
#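 HeLa cells stably expressing Vif and C-terminally eYFP-tagged A3G, seeded overnight at 37 deg C, then exposed to compound by pintool overnight at 37 deg C. Rise in yellow fluorescence (Ex 488/Em 500-530, Acumen) marks blocked Vif-driven A3G degradation.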
# Vif-A3F inh: blocks the Vif interaction with APOBEC3F; HeLa A3F-eYFP + Vif (tagged APOBEC3F with the HIV-1 protein that degrades it), YFP fluorescence increase; Potency, µM (top dose mostly 46.1 µM), for the others: at the highest dose activity, negative = active; 390,000 tested, 0.2% active; further: potency means the concentration at half of the fitted maximal effect; % of control where 0% means no effect; nearly all actives have a fitted effect of over 65% in size
#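 Fluorescence increase (Ex 488/Em 500-530) after overnight compound treatment at 37 deg C flags inhibition of Vif-driven A3F-eYFP loss in stable HeLa A3F-eYFP/Vif cells seeded overnight beforehand.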
# RXFP1 agonist: activates the human relaxin receptor RXFP1; HEK293T-RXFP1 cAMP TR-FRET, 30 min; response scale: percent of porcine relaxin response, buffer zero; Potency, µM (top dose mostly 57.5 µM), for inactives: top-dose activation, actives largely listed as activators; 370,000 tested, 0.3% active; further: potency means the concentration at half of the fitted maximal effect; on the % scale 0 is the no-effect control and ±100 the full control effect; nearly all actives have a fitted effect of over 60% in size; many of its hits are not listed in these tables
# Target sequence (Q9HBX9 whole entry, looked up): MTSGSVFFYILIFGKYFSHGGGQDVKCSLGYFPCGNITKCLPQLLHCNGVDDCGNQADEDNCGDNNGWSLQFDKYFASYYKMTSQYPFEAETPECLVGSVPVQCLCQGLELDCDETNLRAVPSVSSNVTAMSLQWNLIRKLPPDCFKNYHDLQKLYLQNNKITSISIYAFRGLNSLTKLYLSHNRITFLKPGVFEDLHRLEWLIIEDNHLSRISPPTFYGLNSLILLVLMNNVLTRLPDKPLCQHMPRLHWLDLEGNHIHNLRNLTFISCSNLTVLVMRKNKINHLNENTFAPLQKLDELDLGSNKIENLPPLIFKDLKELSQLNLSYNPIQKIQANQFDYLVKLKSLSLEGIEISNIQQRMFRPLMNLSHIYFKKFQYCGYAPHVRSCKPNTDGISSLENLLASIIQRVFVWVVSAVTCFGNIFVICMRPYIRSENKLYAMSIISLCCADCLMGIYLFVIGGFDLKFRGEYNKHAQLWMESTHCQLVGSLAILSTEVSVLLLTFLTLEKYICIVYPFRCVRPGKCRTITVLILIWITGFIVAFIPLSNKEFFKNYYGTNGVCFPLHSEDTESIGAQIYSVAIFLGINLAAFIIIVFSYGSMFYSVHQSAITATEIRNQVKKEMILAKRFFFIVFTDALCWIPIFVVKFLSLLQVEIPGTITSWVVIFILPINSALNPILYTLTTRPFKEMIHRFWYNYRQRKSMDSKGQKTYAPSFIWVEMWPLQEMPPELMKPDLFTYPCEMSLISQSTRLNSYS
#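 cAMP rise read by TR-FRET after 30 min, 37C compound exposure (up to 58 uM) in RXFP1-transfected HEK293 cells with Ro 20174 present. EC50 from Hill-equation fits, with 29 nM porcine relaxin as 100% and buffer as basal.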
# GRP78 ERSR act: induces the endoplasmic reticulum stress response in human glioma cells. U87-MG GRP78 promoter luciferase reporter, 16 h. Potency, µM, for inactives: top-dose activation, actives largely listed as activators. 420,000 tested, 0.02% active. AID 602332; further: potency means the concentration at half of the fitted maximal effect; series mostly up to about 76 µM; % of control where 0% means no effect; nearly all actives have a fitted effect of over 35% in size
#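 Stably transfected U87-MG glioma cells carrying a GRP78-based luciferase sensor; 16 h compound incubation. Luminescence end-point read 10 min after Bright-Glo addition at room temperature.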
# D2 PAM: positive allosteric modulators of human D2 dopamine receptor. 340,000 tested, 0.34% active. AID 485347. potentiation, % at 10 µM. HEK293 T-REx D2, calcium flux, EC20 dopamine potentiation. P14416;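 active means potentiation over 3 SD above the plate norm, cut at about 30% in these data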; further: 0% is about no effect
#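 Calcium flux readout, no-wash dye, 1 read/s. Inducible HEK293 Trex D2 line, overnight 30 C. Compound alone 180 s (agonist flags), then EC20 dopamine, another 180 s to score potentiation.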
# LDHA inh: LDHA (human) enzyme inhibition. AID 1347041. 480,000 tested, 0.15% active. purified LDHA, NADH/diaphorase-resazurin fluorescence; active compounds read low. activity change, % (values are at about 110 or 230 µM). P00338; in the data active means activity change below about -30%; inconclusive means mostly about -25% to -30%;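 further: plate controls were DMSO wells for no effect and wells without enzyme for full effect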
#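 Human LDH5 at 2 nM final in Tris HCl pH 7.4 with 0.06 mM NADH and 0.2 mM pyruvate, reacted 5 minutes at room temperature. Remaining NADH coupled via diaphorase/resazurin; resorufin fluorescence read at 0 and 20 minutes, normalized to enzyme-free and DMSO wells.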
# D1 ag: activates the human D1 dopamine receptor | HEK293 T-REx D1 cells, calcium flux, agonist mode | 360,000 tested, 1% active | P21728 | activation, % at 2 µM | AID 504660; in the data active means activation above about 30%; further: 0% is about no effect
#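 Inducible HEK293 T-REx D1 cells, force-coupled to calcium signalling, were plated at 4000 cells/well with tetracycline and held overnight at 30 C. After no-wash calcium dye loading, compound-evoked calcium rise over 180 s flagged agonists.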
# D1 PAM: human D1 dopamine receptor positive modulation; potentiation, % at 10 µM; HEK293 TREx D1 cells, calcium flux, dopamine EC20 potentiation; P21728; AID 504651; 360,000 tested, 0.036% active; in the data active means potentiation above about 30%; further: 0% is about no effect
# * hit, by the source's call; ? = inconclusive; nt = no result given; & = joins results of further samples. Unless noted, the call rests on the fitted dose curve; in most records, active means well fitted curve in the direction sought with a large enough effect; inconclusive means small, poorly fitted or top-dose-only effect, or another doubt; inactive means no such curve, though single readings can be large; an effect the other way counts as inactive or inconclusive.
mol | D1 antagonist | Vif-A3G inh | Vif-A3F inh | RXFP1 agonist | GRP78 ERSR act | D2 PAM | LDHA inh | D1 ag | D1 PAM
CN(Cc1ccccc1)C(=O)COC(=O)/C=C/c1ccco1 | 14 | 3% | 0% | -1.4% | -3% | -23 | -5 | 2 | -2
CCCN(CC(=O)Nc1ccccc1C)C(=O)CCl | 7 | -24% | -16% | -0.7% | -13% | -1 | -3 | 3 | -2
Cc1ccc(CNC(=O)CCNS(=O)(=O)c2cccc3nsnc23)cc1 | 1&7 | -1%&-4% | -5%&-4% | -1.6%&1.0% | -1%&-2% | -1&12 | -10&-5 | -1&2 | -5&0
CN(C)CCCn1c(-c2ccc(Cl)cc2)csc1=Nc1ccccc1 | -35* | 2% | 1% | -0.3% | -1% | -17 | -1 | 39* | -6
NC(=O)c1nsc(C(=O)N(Cc2ccccc2F)C(C(=O)NCC2CCCO2)c2ccc(F)cc2)c1N (stereo not given) | -14 | -5% | -1% | -1.3% | -3% | nt | -7 | 5 | -2
O=C(NCc1cccnc1)/C(=C/c1ccc(-c2cccc(C(F)(F)F)c2)o1)NC(=O)c1ccccc1 | 1 | -4% | -3% | 2.9% | -5% | 6 | 0 | 2 | -6
CCCOC1CCCN(Cc2nc(-c3cnccn3)no2)C1 (stereo not given) | -1 | 3% | 4% | 2.6% | -2% | -3 | -3 | 0 | 1
O=C(CNC(=O)c1ccccc1Cl)NC1CCN(Cc2ccccc2)CC1 | 27 | 0% | 0% | 2.3% | -1% | 20 | -11 | -2 | 0
O=C(CS(=O)(=O)c1cccc2nsnc12)Nc1cc(F)ccc1F | 29 | -2% | 7% | 2.2% | -5% | 15 | -1 | 1 | 0
O=C(N/N=C/c1cccc(O)c1)c1ccccc1O | -7 | 3% | -4% | 20% | -4% | -2 | 2 | 2 | 0
COc1cc(Nc2nnc(C)s2)c(Cl)cc1Cl | -12 | -4% | 0% | -2.9% | -7% | 1 | -2 | 4 | -3
COc1cccc(NC(C)=[N+](C)CCNS(=O)(=O)c2ccc(Cl)cc2)c1 | -7 | -2% | 4% | 3.1% | 3% | -8 | 1 | 1 | -8
Cc1cc(C)cc(NC(=O)c2cc(S(=O)(=O)NCc3ccco3)ccc2F)c1 | 22 | -10% | -14% | 1.5% | -5% | nt | 7 | 5 | 12
COc1ccc(C2C(C(=O)NCc3ccco3)c3ccccc3C(=O)N2C)cc1 (stereo not given) | -9 | -6% | 10% | 0.4% | -4% | -4 | -10 | -1 | -3
CCC(C)[C@H](NC(=O)OC(C)(C)C)C(=O)NCC1CCC(C(=O)N[C@@H](Cc2ccccc2)C(=O)O)CC1 (stereo not given in full) | 1 | -1% | -5% | 0.0% | -2% | -9 | -8 | 3 | -8
CC(C)CC(=O)Nc1ccnn1C1CCN(C(=O)c2ccc(F)cc2Cl)CC1 | 3 | 0% | -9% | -3.4% | -4% | 11 | -6 | 2 | 5
O=S(=O)(CCSc1nc2ccccc2o1)c1nc2ccccc2s1 | -14 | ? | 7% | 1.7% | -14% | 4 | 1 | 8 | -6
CCCCn1c(N)c(N(CCOC)C(=O)c2ccc(-c3ccc(Cl)cc3)o2)c(=O)[nH]c1=O | 17 | -1% | 6% | 0.3% | -3% | 19 | ? | 1 | -3
CCC(C)NC(=O)CC(NS(=O)(=O)c1ccc(NC(C)=O)cc1)C(C)C (stereo not given) | -18 | 2% | 5% | 0.7% | -4% | -1 | -12 | 1 | -5
CCN(C(=O)COC(=O)c1ccc(OC)c(S(=O)(=O)N(C)Cc2ccccc2)c1)C1CCS(=O)(=O)C1 (stereo not given) | -6 | -3% | -10% | -0.2% | -1% | -2 | -2 | 2 | -2
Cc1ccc(C)c(NC(=O)c2ccc3ccccc3n2)c1 | 2 | -2% | -15% | 1.5% | -5% | -2 | -6&-5 | 1 | -4
CCOc1ccc(-n2ccnc2SCC(=O)Nc2cccc3ccccc23)cc1 | 14 | 5% | 0% | 1.5% | -2% | 9 | -4 | 2 | -5
CCCCN1C(=O)Nc2ccccc2S1(=O)=O | -23 | -3% | 7% | 0.6% | -4% | 2 | 0 | 4 | -11
Cc1ccccc1NC(=O)C1C2CCCCC21 (stereo not given) | 5 | 0% | 4% | 0.6% | 0% | 3 | -13 | 1 | 2
Cn1nnnc1Sc1ncnc2scc(-c3ccccc3)c12 | 6&8 | -1%&-19% | 11% | 4.9% | -8%&-4% | 7 | -17&-4&-4 | 0&-2 | -3&1
CC1(CSc2ccccc2)CC(=O)N1 (stereo not given) | nt | 0% | -3% | nt | -4% | nt | -11 | nt | nt
CN(C)CCNC(=O)c1cc2cc(Br)ccc2oc1=O | -5 | 1% | 1% | 0.5% | 0% | 10 | 3 | 1 | 3
Cn1c(=O)n(C)c2cc(NC(=O)c3cccc([N+](=O)[O-])c3)c(Br)cc21 | -9 | 0% | 3% | -2.4% | -1% | -5 | -2 | 1 | 0
CCCn1c(NCc2ccco2)nc2c1c(=O)n(C)c(=O)n2C | 4 | -4% | -10% | 3.4% | -1% | 5 | 7&-7 | 2 | -12
CCC1=NC(c2ccc(OC)cc2)N(O)C1(C)C (stereo not given) | -5 | 0% | 1% | -0.6% | 0% | 9 | -1 | 2 | -3
COCc1[nH]nc2c1C1(C(=O)N(C)c3ccccc31)C(C#N)=C(N)O2 (stereo not given) | 2 | 0% | 2% | -1.1% | 1% | -2 | 15 | 3 | 3
O=C(c1ccncc1)N1CCCC(N2CCN(c3ccc(F)cc3)CC2)C1 (stereo not given) | 0 | 0% | -1% | -1.4% | -5% | -9 | -4 | 1 | -5
COC(=O)CNC(=O)c1cccs1 | -19 | -1% | -3% | 0.6% | -3% | -8 | 0 | -1 | -11
COc1cc(NS(=O)(=O)c2ccc(NC(=O)COc3ccccc3C)cc2)nc(OC)n1 | 1 | 1% | -2% | 4.0% | -3% | 0 | 1 | 3 | -3
CN(C)N=Nc1ccc(S(N)(=O)=O)cc1 | 2 | 11% | 2% | -0.9% | -2% | 11 | -3 | 1 | -3
C[C@H](CO)N1C[C@H](C)[C@@H](CN(C)S(=O)(=O)c2ccccc2)Oc2ccc(NC(=O)Cc3ccccc3)cc2C1=O | nt | -2% | 0% | nt | -3% | nt | -13 | nt | nt
CCc1cccc(CC)c1NC(=O)c1c(C)oc2ccc(O)c(CN3CCOCC3)c12 | -4 | 2% | -6% | 5.3% | -3% | 11 | -1 | -1 | 1
COc1ccccc1CNC(=O)C(C)NS(=O)(=O)c1ccc(C)cc1 (stereo not given) | 13 | 0% | 7% | 0.3% | -2% | -2 | -9 | 0 | -1
O=C(Nc1ccc(F)cc1F)c1ccc(-n2cccn2)c([N+](=O)[O-])c1 | -8 | 1% | 0% | -2.3% | 4% | 2 | -7 | 7 | -2
CCCCNc1nc2ccccc2nc1Cl | -8 | 0% | -12% | 7.7% | 8% | 2 | -9 | 0 | 4
O=C(c1ccc(C(F)(F)F)n(Cc2ccc(Cl)cc2)c1=O)N1CCOCC1 | 16 | 0% | 5% | -0.7% | -4% | -4 | 1 | 8 | -2
COc1ccc(CCNC(=O)CCC(=O)N2CCOc3ccc(Cl)cc32)cc1OC | 10 | -1% | 4% | -0.1% | -3% | -17 | -3 | 1 | 1
NC(=O)c1ccsc1NC(=O)COC(=O)c1cc(=O)[nH]c2ccccc12 | -9 | 0% | 5% | 1.2% | 1% | nt | -1 | 2 | -2
Cc1ccccc1C(=O)N1CCC(C(=O)O)CC1 | nt | 0% | -6% | 1.7% | -5% | 8 | 1 | -1 | -2
CCOc1ccccc1-n1ccnc(NCc2ccc(F)cc2)c1=O | 10 | -5% | -3% | -0.2% | 8% | -2 | 0 | 1 | 4

# Entries listed above marked active in D1 ag.
SMILES | D1 antagonist | RXFP1 agonist | GRP78 ERSR act | D2 PAM | D1 ag | D1 PAM
CN(C)CCCn1c(-c2ccc(Cl)cc2)csc1=Nc1ccccc1 | -35* | -0.3% | -1% | -17 | 39* | -6

# (further entries)
mol | D1 antagonist | Vif-A3G inh | Vif-A3F inh | RXFP1 agonist | GRP78 ERSR act | D2 PAM | LDHA inh | D1 ag | D1 PAM
Cc1ccc(-c2nc(C(Cl)Cl)c3ccccc3n2)cc1 | 18 | -12% | -25% | 2.0% | -5% | 18 | -2 | 4 | 1
CS(=O)(=O)N(CC(=O)Nc1ccc(CC#N)cc1)c1ccc(C23CC4CC(CC(C4)C2)C3)cc1 | -20 | 4% | -3% | -0.4% | 2% | -9 | 1 | 5 | -6
COc1ccc(N2C(=O)C3CCCN3C2c2ccc(F)cc2)cc1Cl (stereo not given) | -1 | 0% | -11% | 3.5% | -2% | -5 | 4 | 0 | -1
Cn1nc(C(F)(F)F)c(C#N)c1N1CCN(c2ccccc2F)CC1 | -11 | -3% | nt | 2.1% | -2% | 7 | 0 | 0 | -5
CCCOc1ccc(-c2nnn(CC(=O)Nc3cccc(C(=O)OC)c3)n2)cc1 | -1 | -11% | -5% | 0.0% | 5% | -4 | -14 | 4 | -7
Clc1ccc(SCc2cc(-c3ccccc3)on2)cc1 | -24 | -3% | -2% | 0.1% | 1% | 3 | -7 | 8 | -11
Cc1ccc(Cl)cc1NC(=O)Cn1cc2c(n1)CCCCC2 | 17 | -7% | -4% | -0.7% | -1% | -10 | -7 | 1 | 1
COC(=O)[C@H](Cc1c[nH]c2ccccc12)NC(=O)NCc1ccccc1 | 6 | 1% | -3% | -1.6% | -2% | -1 | 2 | 2 | 1
CCCC(=O)Nc1ccccc1N1CCN(C(=O)c2ccccc2)CC1 | 7 | -2% | 3% | -1.2% | -3% | 4 | -3 | 0 | -1
CCOC(=O)C1CCCN(C2CC(=O)N(c3ccc(C(C)C)cc3)C2=O)C1 (stereo not given) | 0 | 1% | -6% | -0.9% | -3% | -4 | -9 | 5 | -4
C=CCc1c(C)nc(-c2ccccc2)nc1N/N=C/c1ccncc1 | 6 | -1% | -14% | 0.0% | 3% | -1 | -10 | 0 | -2
CCN(C(=O)COC(=O)CCCc1c[nH]c2ccccc12)c1c(N)n(Cc2ccccc2)c(=O)[nH]c1=O | nt | -16% | 2% | nt | -5% | nt | 1 | nt | nt
CCOc1ccc(C(=O)NCC(=O)Nc2ccncc2)cc1OCC | 9 | 0% | -5% | 1.6% | -4% | -8 | -3 | 2 | 2

# Not all compounds are listed; count on the stated rates, not on these rows.
